Assay outcomes as filed in PubChem.
NCI-60 one-dose screen, 48 h, at 10 µM unless noted. Numbers give growth in % (100 = growth as untreated, 0 = no growth, -100 = all killed).
NCI-H226 = NCI-H226 lung cancer | AID 1794732 | hit rate 3.5% among 79,000
OVCAR-4 = OVCAR-4 ovarian cancer cells. AID 1794784. hit rate 3.7% among 80,000
NCI-H522 = NCI-H522 lung cancer; hit rate 8% among 78,000; AID 1794739
NCI-H322M = NCI-H322M lung cancer. hit rate 2.7% among 80,000. AID 1794733
NCI-H23 = NCI-H23 lung cancer. hit rate 4% among 80,000
SK-OV-3 = SK-OV-3 ovarian cancer cells; AID 1794785; hit rate 3.2% among 80,000
NCI/ADR-RES = NCI/ADR-RES ovarian cells; hit rate 4.4% among 81,000; AID 1794790
NCI-H460 = NCI-H460 lung cancer; hit rate 6.8% among 82,000
IGROV1 = IGROV1 ovarian cancer. AID 1794786. hit rate 4.7% among 79,000
Starred values were filed as active, the others as inactive; nt = no result given; & = joins results of further samples. The calls were made as follows: active = growth percent below 10; inactive = the rest. Random draw from the library; about 11% have a hit in one of these screens.

SMILES | NCI-H226 | OVCAR-4 | NCI-H522 | NCI-H322M | NCI-H23 | SK-OV-3 | NCI/ADR-RES | NCI-H460 | IGROV1
Oc1ccccc1/C=N/c1ccccn1 | 107 | 106 | 92 | 132 | 220 | 100 | -97* | 112 | nt
CCCCCCCCCCCCCC#N | 85 | 114 | 92 | 109 | 102 | 100 | 104 | 104 | 113
OCCOc1cc(Cl)c(Cl)cc1Cl | 108&95 | 104&111 | 102&96 | 112&101 | 114&97 | 102&111 | 116&99 | 121&106 | 109&111
NS(=O)(=O)c1ccc(C(=O)N/N=C/c2ccc(O)cc2)cc1 | 96 | 111 | 97 | 92 | 98 | 102 | 101 | 108 | 93
CCOc1ccc(NC(=O)NNC(=O)c2ccncc2)cc1 | 107 | 110 | 106 | 142 | 103 | 110 | 105 | 104 | 138
CCn1c(Sc2nnc(Nc3ccc(F)cc3)s2)nc2c1c(=O)n(C)c(=O)n2C | 94 | 97 | 82 | 94 | 84 | nt | 91 | 101 | 93
CCOC(=O)C(C(=O)OCC)(c1ccccc1)C1CCCCCC1 | 107 | 100 | 89 | 114 | 102 | 99 | 106 | 117 | 106
CCO/C=N/C1=C(C#N)C(c2ccc(OC)cc2)c2sc3c(C)cccc3c2O1 (stereo unspecified) | 57 | 85 | -3.9* | 46 | 25 | 50 | 11 | 9.1* | 27
CCOC(=O)c1ccc2n1CCCc1cnc(N)nc1-2 | 88 | 104 | 96 | 116 | 105 | 101 | 107 | 108 | 112
CCCCNCCC(O)c1cc2ccc(C(F)(F)F)cc2c2cc(C(F)(F)F)ccc12 (stereo unspecified) | -71* | nt | -83* | -38* | -75* | -34* | -74* | -74* | -61*
Cc1ccc(C(=O)Nc2ccc(CN3CCN(C)CC3)c(C(F)(F)F)c2)cc1 | 100 | 102 | 87 | 100 | 102 | 101 | 99 | 102 | 103
N#Cc1ccc(C(=O)C[n+]2cn(CC(=O)Nc3cccc4cccnc34)c3ccccc32)cc1 | 93 | 98 | 88 | 98 | 98 | 114 | 100 | 102 | 89

Profiles, looked up by structure.
CCCCNCCC(O)c1cc2ccc(C(F)(F)F)cc2c2cc(C(F)(F)F)ccc12 (stereo unspecified) across the screens: NCI-H226 = -71*; OVCAR-4 = nt; NCI-H522 = -83*; NCI-H322M = -38*; NCI-H23 = -75*; SK-OV-3 = -34*; NCI/ADR-RES = -74*; NCI-H460 = -74*; IGROV1 = -61*
CCOC(=O)C(C(=O)OCC)(c1ccccc1)C1CCCCCC1 across the screens: NCI-H226 = 107; OVCAR-4 = 100; NCI-H522 = 89; NCI-H322M = 114; NCI-H23 = 102; SK-OV-3 = 99; NCI/ADR-RES = 106; NCI-H460 = 117; IGROV1 = 106

Next part
SMILES | NCI-H226 | OVCAR-4 | NCI-H522 | NCI-H322M | NCI-H23 | SK-OV-3 | NCI/ADR-RES | NCI-H460 | IGROV1
CCOC(=O)CC1=C(O)c2ccccc2C(=O)C1=O | 97 | 92 | 97 | 102 | 104 | 94 | 100 | 104 | 108
CN1CCN(Cc2ccc(NC(=O)c3cncc(C#Cc4cnc(N)c5ccccc45)c3)cc2C(F)(F)F)CC1 | -91* | -33* | -73* | -87* | -74* | -78* | -66* | -77* | -70*
COc1nc2c(c(=O)n(C)c(=O)n2C)n1C | 89 | 107 | 100 | 105 | 96 | 102 | 100 | 106 | 115
NC(N)=NCCCCC(N)C(=O)O (stereo unspecified) | 92 | 111 | 105 | 97 | 100 | 108 | 104 | 108 | 106
CC1COc2c(N3CCN(C)CC3)c(F)cc3c(=O)c(C(=O)NNC(=S)Nc4ccc(Cl)cc4Cl)cn1c23 (stereo unspecified) | 98 | 101 | 99 | 101 | 103 | 118 | 107 | 115 | 105
O=C(N/N=C/c1c[nH]c2ccccc12)Nc1ccc(F)c(Cl)c1 | 66 | 53 | -29* | 86 | 29 | 39 | 9.5* | 23 | 43
Nc1nnc(CS(=O)(=O)Cc2ccccc2)s1 | 135 | 126 | 87 | 98 | 103 | 110 | 106 | 113 | 105
O=C(CC(=O)Nc1ccc(S(=O)(=O)NCCO)cc1)Nc1ccc(S(=O)(=O)NCCO)cc1 | 93 | 100 | 91 | 98 | 101 | 87 | 99 | 101 | 105
O=C1N=C2SC=C(c3ccccc3)N2C1CCN1CCOCC1 (stereo unspecified) | 95 | 97 | 89 | 102 | 97 | 98 | 93 | 102 | 100
Nc1nc(-c2cccc([N+](=O)[O-])c2)c(N=Nc2ccc([N+](=O)[O-])cc2Cl)s1 | -2.6* | 16 | -3.7* | 14 | 0.8* | -11* | 6.4* | 1.8* | 31
CC(C)c1ccc(NCc2cn(-c3ccc(C(F)(F)F)cc3)nc2-c2ccc(C(=O)O)cc2)cc1 | 97 | 93 | 57 | 96 | 97 | 91 | 94 | 102 | 95
Cc1ccc(Cc2cnc(NC(=O)c3ccc(-n4cnnn4)cc3)s2)cc1 | 82 | 63 | 70 | 87 | 85 | 103 | 68 | 53 | 87

Some entries already given, limited to SK-OV-3 and NCI-H460:
molecule | SK-OV-3 | NCI-H460
O=C(N/N=C/c1c[nH]c2ccccc12)Nc1ccc(F)c(Cl)c1 | 39 | 23
Nc1nnc(CS(=O)(=O)Cc2ccccc2)s1 | 110 | 113
O=C(CC(=O)Nc1ccc(S(=O)(=O)NCCO)cc1)Nc1ccc(S(=O)(=O)NCCO)cc1 | 87 | 101
O=C1N=C2SC=C(c3ccccc3)N2C1CCN1CCOCC1 (stereo unspecified) | 98 | 102
Nc1nc(-c2cccc([N+](=O)[O-])c2)c(N=Nc2ccc([N+](=O)[O-])cc2Cl)s1 | -11* | 1.8*
CC(C)c1ccc(NCc2cn(-c3ccc(C(F)(F)F)cc3)nc2-c2ccc(C(=O)O)cc2)cc1 | 91 | 102
Cc1ccc(Cc2cnc(NC(=O)c3ccc(-n4cnnn4)cc3)s2)cc1 | 103 | 53

Next compounds follow.
SMILES | NCI-H226 | OVCAR-4 | NCI-H522 | NCI-H322M | NCI-H23 | SK-OV-3 | NCI/ADR-RES | NCI-H460 | IGROV1
COc1ccc(-c2nc(SCCC(C)C)nc(Cl)c2C#N)cc1 | 101 | 103 | 97 | 100 | 105 | 105 | 107 | 106 | 104
CC(=O)c1c(-c2ccc(Cl)cc2)nc2cc(C)ccn12 | 97 | 102 | 59 | 86 | 103 | 87 | 99 | 106 | 86
COc1cc(C(=O)Nc2cccc(-c3cc(=O)c4ccccc4o3)c2)cc(OC)c1OC | 78 | 80 | 53 | 87 | 79 | 100 | 56 | 78 | 72
CC1(C)CC(NCc2ccccc2)=CC(=S)N1 | 109 | 99 | nt | 105 | 103 | 103 | 102 | 107 | 104
CCCCCCCCCC[N+](C)(C)N | 92 | 99 | nt | 98 | 104 | 99 | 112 | 111 | 84
CCN1CCN(C(=O)[C@]23CC[C@@H](C)[C@H](C)[C@@H]2C2=CC[C@@H]4[C@@]5(C)C/C(=C/c6ccncc6)C(=O)C(C)(C)[C@@H]5CC[C@@]4(C)[C@]2(C)CC3)CC1 | 25 | 30 | 23 | 53 | 21 | 70 | 27 | -6.8* | 30
COc1ccc(C(=O)CSc2nc(-c3ccc(OC)cc3)cn2-c2ccc(Cl)cc2)cc1 | 100 | 98 | 84 | 98 | 91 | 104 | 90 | 98 | 101
C=CCn1c(SCC(=O)c2ccccc2)nnc1-c1ccc(Cl)cc1 | 78 | 105 | 91 | 91 | 89 | 110 | 93 | 100 | 97
Cc1ccc2nc(C)c(-c3nnc(SCc4ccccc4[N+](=O)[O-])o3)n2c1 | 90 | 85 | 84 | 98 | 88 | nt | 91 | 99 | 103
NC(N)=NC(N)=Nc1cc(C(F)(F)F)ccc1Cl | 79 | 87 | nt | 91 | 102 | 93 | 98 | 94 | 90
c1cncc(-c2nc3ccccc3n3cccc23)c1 | 106 | 111 | 107 | 90 | 97 | 103 | 111 | 100 | 107
COc1ccc(NCc2cn(-c3ccc(C(=O)O)cc3)nc2-c2ccccc2)cc1 | 103 | 95 | 95 | nt | 94 | 111 | 98 | 97 | 108
Cc1ccc2nc(-c3c(-c4ccc(F)cc4)nc4ncccn34)[nH]c2c1 | 101 | 115 | 103 | 116 | 96 | 98 | 101 | 102 | 100
CC(=O)[C@@]1(O)CCC2C3C=C(Cl)C4=CC(=O)[C@@H]5CC5[C@]4(C)C3CC[C@@]21C (stereo partly specified) | 94 | 106 | 85 | 101 | 104 | 111 | 94 | 101 | 108
CCSc1ccc(C2C(Br)C(=O)N2c2cc(OC)c(OC)c(OC)c2)cc1 (stereo unspecified) | 50 | 38 | 7.7* | 50 | 25 | 22 | 14 | 10 | 29
O=C(Cn1cc(-c2ccccc2)nn1)Nc1ccc2c(ccn2Cc2ccccc2)c1 | 102 | 106 | 94 | 106 | 109 | 108 | 100 | 108 | 107
C/C(=N\NC(=O)CSc1nc2ccccc2c(=O)n1CCc1ccc(S(N)(=O)=O)cc1)c1cccc(Cl)c1 | 94 | 89 | 59 | 93 | 88 | 99 | 94 | 85 | 103
N#Cc1ccc(-c2cc3cnc4ccccc4c3oc2=O)cc1 | 98 | 118 | 96 | 103 | 102 | 97 | 103 | 109 | 106
NS(=O)(=O)c1ccc(Nc2nc(N/N=C/c3ccc(Cl)cc3)nc(Nc3ccccc3)n2)cc1 | 81 | 84 | 79 | 93 | 87 | 104 | 98 | 72 | 67
O=C1CSC(=S)N1Cc1cccnc1 | 109 | 92 | 37 | 86 | 101 | 106 | 106 | 106 | 114
COc1cc2c(c(OC)c1OC)C(=O)CC(c1cccc(C(=O)Nc3cccc(F)c3)c1)O2 (stereo unspecified) | 67 | 67 | 61 | 89 | 76 | 95 | 72 | 95 | 92
COC(=O)C1=C(C(=O)c2ccccc2)C(c2ccccc2)c2c(nc(C)[nH]c2=O)O1 (stereo unspecified) | 103 | 121 | 103 | 107 | 115 | 111 | 113 | 104 | 123
O=C(O)CCC(=O)OC(C1CO1)C(OC(=O)CCC(=O)O)C1CO1 (stereo unspecified) | 96 | 107 | 91 | 112 | 102 | 97 | 109 | 103 | 110
CCC1(c2ccc(Cl)cc2)NC(=O)NC1=O (stereo unspecified) | 93 | 113 | 70 | 87 | 101 | 93 | 102 | 109 | 105
O=C1CC(=O)N(C(=O)c2nn(-c3ccc(Cl)cc3)cc2O)N1 | 43 | 34 | 5.4* | nt | 39 | 41 | 34 | 27 | 34
CC(C)(O)C(Br)(Br)Br | 100 | 102 | 112 | 111 | 116 | 115 | 107 | 111 | 112
CN1CCN(Cc2ccc(C(=O)Nc3cccc(C#Cc4cccc5[nH]nc(N)c45)c3)cc2C(F)(F)F)CC1 | -84* | -61* | -64* | -98* | -87* | -89* | -61* | -25* | -71*
COc1ccc2c(c1)c(CC(=O)[Se]CC#N)c(C)n2C(=O)c1ccc(Cl)cc1 | 30 | 28 | -51* | -1.0* | -11* | 34 | -14* | 15 | -14*
NCCCC[C@H](NC(=O)[C@@H]1CCCN1C(=O)Cc1cccc2ccccc12)C(=O)N[C@@H](CCCN=C(N)N)C(=O)NCCOCC(N)=O | 100 | 103 | 97 | 98 | 91 | 103 | 99 | 102 | 98
C=CCN=c1sc2c(n1NC(=O)c1cc3ccc1CCc1ccc(cc1)CC3)C(=O)c1ccccc1C2=O | 49 | -96* | -20* | 68 | -34* | 56 | -13* | 13 | -20*
O=S1(=O)N=C2Oc3ccccc3N2c2ccncc21 | 103 | 107 | 83 | 103 | 105 | 108 | 105 | 103 | 103
COc1cc(C(=O)/C=C/c2c(-c3ccc(F)cc3)nc3sccn23)cc(OC)c1OC | 76 | 26 | -18* | 30 | 57 | 47 | 10 | -1.4* | nt
